# Screening data: PubChem BioAssay, National Center for Advancing Translational Sciences (NCATS)
# BAZ2B inh – blocks human BAZ2B | Q9UIF8 | hit rate 4.4% among 360,000 | AlphaScreen BAZ2B-H3K14Ac peptide displacement | Potency, µM (series often up to 114 µM), for inactives: at the highest dose activity change, negative = inhibition, most hits filed as inhibitors | AID 504333; also: potency is read from the fitted curve at half-maximal effect; % is scaled to controls: 0 for no effect and ±100 for the full control effect; nearly all actives have a fitted effect of over 60% in size
#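 AlphaScreen luminescence quantifies BAZ2B engagement of H3K14Ac peptide; the protein and biotinylated peptide are both at 50 nM final, buffer PBS pH 7.4 with 0.01% Tween-20, all steps at room temperature.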
# GLS inhibitor – glutaminase GLS (human) inhibition; hit rate 0.21% among 410,000; GLS enzymatic activity, qHTS titration; O94925; AID 624170; Potency, µM (top dose mostly 45.5 µM), for inactives: at the highest dose activity change, negative = inhibition, usual class: inhibitors; also: potency is read from the fitted curve at half-maximal effect; % is scaled to controls: 0 for no effect and ±100 for the full control effect
#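 Glutamate formation by hKGA was monitored fluorometrically using coupled glutamate oxidase, HRP and Amplex Red. Substrate was added as 1 mM L-glutamine solution; incubation was 30 min at RT after an initial read.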
# PGK inhibitor – inhibitors of T. brucei phosphoglycerate kinase | P07378 | PGK/GAPDH coupled, Kinase-Glo luminescence, 60 min | Potency, µM (top dose mostly 57.5 µM), inactives show top-dose activity change, negative = inhibition, actives largely listed as inhibitors | AID 602233 | hit rate 0.043% among 380,000; also: potency is read from the fitted curve at half-maximal effect; % is scaled to controls: 0 for no effect and ±100 for the full control effect; nearly all actives have a fitted effect of over 60% in size
#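 Recombinant glycosomal PGK reaction used 1,3-bisphosphoglycerate generated in-well by GAPDH (100nM final) in 100mM TEA pH 7.6, 5mM MgCl2, 0.01% Tween-20. After 60 minutes at room temperature, ATP was read by Kinase-Glo Plus luminescence end-point.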
# POLH inh – DNA polymerase eta (human) inhibition; hit rate 1.2% among 390,000; Potency, µM (series often up to 114 µM), inactives show at the top dose activity change, negative = inhibition, actives largely listed as inhibitors; Q9Y253; recombinant Pol eta, fluorescent DNA replication assay; also: potency is read from the fitted curve at half-maximal effect; % is scaled to controls: 0 for no effect and ±100 for the full control effect
#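 Fluorescent replication assay: 50 nM final substrate added after a 15 min room-temperature compound preincubation with 10 nM enzyme. Signal taken at 0 min and again at 10 min.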
# PI4K2A block – PI4K2A (human) kinase inhibition. Q9BTU6. hit rate 0.13% among 420,000. activity change, negative = inhibition, % at 76.9 µM. purified PI4K2A, ADP-Glo luminescence, 1 h; active compounds read low; in the data active = activity change below about -50%; inconclusive = mostly about -30% to -49%;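 also: -100% = wells without enzyme as full effect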
#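 Compounds are screened against recombinant PI4K2A using PI as substrate and ATP, the latter dispensed at 300 microM. Reactions run one hour at ambient temperature before ADP-Glo detection; full inhibition defined by wells lacking enzyme.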
# Pin1 inhibitor – inhibitors of human Pin1; hit rate 0.009% among 390,000; Pin1 FP peptide displacement, HiFluor488, 10 min; Potency, µM (series often up to 115 µM), without a hit: at the highest dose activity, negative = inhibition, hits mostly inhibitors; Q13526; active = well fitted inhibition curve with a large enough effect in the polarisation, with a control signal flat, not every such curve was filed as active; inconclusive = small, poorly fitted or top-dose-only effect, or effect the other way, or a change in a side signal; inactive = no such curve, though single readings can be large or run the other way; the % refers to the polarisation; also: potency is read from the fitted curve at half-maximal effect; % is scaled to controls: 0 for no effect and ±100 for the full control effect
# G9a inh – blocks human histone lysine methyltransferase G9a; G9a H3K9 monomethylation, AlphaScreen, 2 h; Potency, µM (titrated, usually from 102 µM), for inactives: at the top dose activity, negative = inhibition, most hits filed as inhibitors; AID 504332; hit rate 8.8% among 350,000; also: potency is read from the fitted curve at half-maximal effect; % is scaled to controls: 0 for no effect and ±100 for the full control effect; nearly all actives have a fitted effect of over 75% in size
#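 Methyltransferase reactions run at room temperature for 2 h (20 nM enzyme, 500 nM biotin-H3K9 peptide, 20 uM SAM) after a 15 min compound preincubation; product detected by AlphaScreen beads and anti-H3K9me1 antibody.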
# JMJD2A Tudor – inhibitors of human JMJD2A Tudor domain | AlphaScreen JMJD2A-Tudor / H3K4me3 peptide binding | O75164 | hit rate 4.4% among 390,000 | Potency, µM (doses to about 114 µM), inactives show at the top dose activity change, negative = inhibition, most hits filed as inhibitors; also: potency is read from the fitted curve at half-maximal effect; % is scaled to controls: 0 for no effect and ±100 for the full control effect; nearly all actives have a fitted effect of over 50% in size
# Target sequence (O75164 whole entry, looked up, the tested form may be a part): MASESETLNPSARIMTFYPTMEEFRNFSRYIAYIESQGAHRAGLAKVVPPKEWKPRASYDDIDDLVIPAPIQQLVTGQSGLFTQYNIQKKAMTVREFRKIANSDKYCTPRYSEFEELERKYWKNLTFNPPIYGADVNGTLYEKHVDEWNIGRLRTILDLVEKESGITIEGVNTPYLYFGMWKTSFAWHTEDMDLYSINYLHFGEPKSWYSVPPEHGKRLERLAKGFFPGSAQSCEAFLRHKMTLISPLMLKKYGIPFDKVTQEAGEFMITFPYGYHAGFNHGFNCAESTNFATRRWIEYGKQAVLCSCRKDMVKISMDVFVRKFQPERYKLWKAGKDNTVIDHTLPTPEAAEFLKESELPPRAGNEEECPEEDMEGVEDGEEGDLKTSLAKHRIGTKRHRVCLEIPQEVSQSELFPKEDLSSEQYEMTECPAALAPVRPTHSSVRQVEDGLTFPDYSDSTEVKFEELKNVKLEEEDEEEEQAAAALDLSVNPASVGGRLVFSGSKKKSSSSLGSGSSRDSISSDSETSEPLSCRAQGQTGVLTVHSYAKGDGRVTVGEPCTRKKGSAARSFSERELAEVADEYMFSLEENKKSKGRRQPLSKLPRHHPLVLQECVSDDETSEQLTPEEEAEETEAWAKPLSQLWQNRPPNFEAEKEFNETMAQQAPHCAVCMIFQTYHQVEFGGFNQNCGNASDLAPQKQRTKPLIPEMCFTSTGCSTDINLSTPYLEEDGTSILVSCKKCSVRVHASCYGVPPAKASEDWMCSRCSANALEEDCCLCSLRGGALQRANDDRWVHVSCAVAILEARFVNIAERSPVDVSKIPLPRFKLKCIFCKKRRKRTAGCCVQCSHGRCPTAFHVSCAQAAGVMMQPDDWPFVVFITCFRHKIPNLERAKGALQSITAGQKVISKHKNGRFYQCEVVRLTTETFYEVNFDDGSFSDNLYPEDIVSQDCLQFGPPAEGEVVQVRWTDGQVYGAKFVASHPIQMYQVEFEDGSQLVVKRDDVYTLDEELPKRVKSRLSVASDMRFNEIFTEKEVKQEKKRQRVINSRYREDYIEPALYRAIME
# HP1b chromo inh – blocks HP1-beta chromodomain binding to methylated histone tails; P83916; AlphaScreen HP1-beta / biotin-H3K9me3 peptide binding; Potency, µM (top dose mostly 114 µM), inactives show at the top dose activity change, negative = inhibition, actives largely listed as inhibitors; hit rate 0.56% among 390,000; AID 540317; also: potency is read from the fitted curve at half-maximal effect; nearly all actives have a fitted effect of over 70% in size; inactives centre near 23
#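 AlphaScreen: HP1-beta (50 nM) preformed 30 min with biotin-H3(1-18)K9me3 peptide (50 nM) in PBS pH 7.4, 0.01% Tween-20. Compound added for 30 min at RT, then streptavidin donor/nickel chelate acceptor beads (10 ug/mL) for 30 min.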
# * hit, by the source's call; i = inactive; ? = inconclusive; / = not tested or not shown; [ ] = another dose, or the depositor's remark. Unless noted, calls follow the shape of the dose curve; as a rule, active = well fitted curve in the direction sought with a large enough effect; inconclusive = small, poorly fitted or top-dose-only effect, or another doubt; inactive = no such curve, though single readings can be large; an effect the other way counts as inactive or inconclusive. The list is partial; count on the stated rates, not on these rows.
BAZ2B inh,HP1b chromo inh,Pin1 inhibitor,POLH inh,PGK inhibitor,GLS inhibitor,JMJD2A Tudor,G9a inh,PI4K2A block,structure
7%,10%,0%,-13%,3%,2%,-18%,2%,-2,Cc1cccn2c(=O)c(/C=C(\C#N)C(=O)NC3CCS(=O)(=O)C3)c(N3CCC(C(N)=O)CC3)nc12 (stereo not given)
-21%,36%,-1%,-3%,i,-2%,-6%,-50%,-6,CC(=O)c1ccc(NC(=O)c2ccc3nc(C)sc3c2)cc1
-6%,20%,-4%,-1%,-1%,5%,-11%,6%[0.0925 µM],-7,CCCCc1cc(=O)oc2cc(C)cc(OC(C)C(=O)NCc3ccncc3)c12 (stereo not given)
13%,27%,-1%,-10%,-9%,1%,-9%,14%[59 µM],-6,CN(C(=O)CCc1nc(-c2ccccc2F)no1)c1ccc(Cl)cc1
13%,51%[activator],-1%,-24%,13%,1%,15%,6%,4,CCOc1cc(S(=O)(=O)N2CCCCCC2)ccc1F
1%,15%,0%,-26%,18%,4%,-24%,-37%,-2,CCC1(c2ccccc2)NC(=O)N(CC(=O)Nc2cc(S(=O)(=O)N3CCCCC3)ccc2N(C)C)C1=O (stereo not given)
-12%,15%,37%[activator],-9%,-3%,-2%,-23%,8%[59 µM],2,CCn1nc(C)c2c(-c3ccccc3)cc(=O)n(C(C)C(=O)NCc3ccccc3OC)c21 (stereo not given)
5%,38%,-5%,5%,-2%,3%,7%,-40%[12.7 µM],10,CCc1ccc(OCCNC(=O)c2cccs2)cc1
?,-18%,1%,?,i,23%,-35%,45µM*,-14,COC(=O)CCC/C=C1/SCC(NC(=O)c2ccccc2)C1=O (stereo not given)
13%,24%,10%,-20%,-9%,3%,-7%,-2%[12.7 µM],-4,Cc1cc(C)n2nc(C(=O)OCC(=O)N(C)C3CCS(=O)(=O)C3)nc2n1 (stereo not given)
?,-23%,?,?,-3%,0%,-27%,?,-14,Cc1ccc(C(=O)Nc2nc(-c3cccnc3)cs2)o1
/,2%[57 µM],-3%,4%,-9%,-1%,-21%,/,6,O=C(C=Cc1ccccn1)c1ccccc1O
-4%,14%,-5%,-13%,-9%[11.5 µM],13%,?,?,-2,CC1(C)N=C(c2ccccn2)C(C)(C)N1O
-3%,26%,-1%,-13%,2%,?,-3%,25%,-6,CC(C)(C)NC(=O)c1ccccc1NC(=O)C1CCCO1 (stereo not given)
10%[57.1 µM],53%[activator],-3%,-16%,i,-10%,-9%,-7%[59 µM],1,Cc1nc(N2CCOCC2)c2c(C(=O)NCc3ccc(Cl)cc3)c(C)oc2n1
-20%,54%[activator],-3%,-13%,-2%,-5%,-13%,-3%,-2,O=C(Nc1ccncc1)c1ccc2c(c1)S(=O)(=O)c1ccccc1C2=O
/,/,/,-3%,-6%,-1%,/,/,-2,CC1(c2ccccc2)NC(=O)N(CC(=O)N2CCc3ccccc32)C1=O (stereo not given)
1%,19%,-13%,?,-8%,2%,-30%,5%,-4,Cc1ccc(C(=O)NCCNc2nc3cc(C)c(C)cc3cc2C)cc1
-27%,29%,-10%,-20%,4%,4%,-17%,-43%[59 µM],1,O=C1c2ccccc2C(=O)N1Cc1nc2ccccc2c(=O)n1CCCn1ccnc1
-30%,19%,0%,-13%,-1%,-6%,-25%,-43%,25,Cc1ccc(C(c2sc3nc(C)nn3c2O)N2CCN(c3ccccc3F)CC2)cc1 (stereo not given)
/,37%,7%,-15%,1%,7%,-14%,/,-2,CN1C[C@@H]2[C@@H]3C(=O)N(C)C(=O)[C@@H]3[C@](C)(C1=O)N2C(=O)c1ccccc1
-1%,17%,3%,-12%,8%,10%,-3%,25%,1,O=C(Nc1ccccc1)OC(CN1CCCCC1)C(F)(F)F (stereo not given)
-2%,32%,6%,-16%,-9%,-3%,-15%,-20%,9,COCCN1CCC(CNCc2cn[nH]c2-c2ccc(C)c(C)c2)C1 (stereo not given)
/,8%,9%,-11%,i,1%,-36%,?,-7,COc1ccc(-c2nn(C)c3sc(C(=O)N4CCN(c5cc(Cl)ccc5C)CC4)cc23)cc1OC
-28%,27%,-2%,-17%,i,1%,-17%,26%[12.7 µM],-3,COc1ccc(OC)c(S(=O)(=O)NC(C)c2ccc(-n3ccnc3)cc2)c1 (stereo not given)
11%,25%,1%,-8%,-10%,2%,-21%,9%[0.501 µM],-3,COc1ccc(-c2cc3ccc(OC)cc3cn2)cc1
1%,16%,0%,-4%,-7%,-2%,-2%,-10%,-1,CCOC(=O)c1nnn(-c2nonc2N)c1CSc1ccccn1
-22%,8%[57 µM],?,9%,-10%,14%,-16%,8%[12.7 µM],3,COc1cc([N+](=O)[O-])ccc1-c1ccc(/C=N/NC(N)=O)o1
6%,10%,2%,-1%,-9%,10%,-15%,8%[59 µM],1,CCc1cccc(NC(=O)c2coc(=O)c3ccccc23)c1
0%,52%[activator],0%,-16%,/,6%,1%,7%[2.33 µM],-2,CCOC(CCNC(=O)c1cn(C)c(=O)c2c1c1ccccc1n2C)OCC
-35%,-26%,?,-14%,-9%,-20%,?,-3%[59 µM],1,N#CC1=C(N)Oc2cc(O)ccc2C1c1ccc(Br)s1 (stereo not given)
6%,21%,-6%,-2%,16%,8%,-3%,3%[59 µM],2,Cc1ccc(C(=O)OC(C)C(=O)NC2CCCCC2C)s1 (stereo not given)
9%,23%,-5%,-8%,i,-5%,-3%,/,-3,COc1ccccc1-n1c(SCC(=O)N2CCCC2)nc2cccnc21
-26%,23%,1%,-1%,3%,5%,-6%,-1%[59 µM],-2,Cc1onc(-c2ccccc2Cl)c1C(=O)N1CCN(C(=O)c2ccco2)CC1
11%,0%,5%,-20%,0%,4%,-33%,3%[0.501 µM],1,CCOC(=O)C1=C(N)Oc2cc(O)ccc2C1c1ccccc1 (stereo not given)
1%,21%,-1%,-17%,i,-21%,-11%,1%[0.501 µM],0,O=C(NCC(=O)N1CCN(S(=O)(=O)c2ccccc2F)CC1)c1ccc2ccccc2c1
-28%,72%[activator],18%,-14%,1%,-3%,-12%,12%[2.33 µM],-4,c1cn2c(NC3CCCCC3)c(-c3ccc(SC4CCCCC4)cc3)nc2cn1
4%,34%[activator],0%,-8%,7%,17%,17%,-6%,5,CC1CCN(C(=O)CSCc2ccc(Cl)cc2)CC1
-15%,37%,-8%,-6%,-6%,1%,-12%,1%[59 µM],-2,Cn1c(Cn2nnc3ccccc32)nnc1SCC(=O)N1CCc2ccccc21
-13%,20%,1%,-6%,-2%,-4%,-18%,-4%,-5,CNC(=S)N(C)[C@H]1c2c(ccc3ccccc23)OC[C@H]1CO
-21%,24%,-3%,-9%,i,-1%,22µM*,-28%,7,COC(=O)/C=C1/N/C(=N\c2nc(C)cc(C)n2)N(c2cccc(C)c2)C1=O
5%,-5%,-1%,-9%,-6%,2%,50µM*,6%,3,Cc1ccc(NS(=O)(=O)c2ccc(OCC(=O)NCC3CCCO3)cc2)cc1 (stereo not given)
0%,24%,-4%,-11%,6%,-4%,-12%,-3%[59 µM],-5,C=CCn1c(Sc2nc(C)cs2)nc2c1c(=O)[nH]c(=O)n2C
2%,28%,-4%,-14%,4%,-2%,-14%,-8%[12.7 µM],0,COc1ccc2c(c1)c(=O)oc1c(C)c(OC(C)C(=O)NCC3CCC(C(=O)O)CC3)ccc12 (stereo not given)
-2%,33%[activator],0%,-8%,9%,-1%,-9%,1%,9,CS(=O)(=O)c1nc(-c2ccc(Br)cc2)cc(-c2ccccc2)c1C#N
1%,6%,1%,-7%,9%,4%,-5%,12%,0,CC(C)OCCCNc1ccc(N2C(=O)CCCC2=O)cc1[N+](=O)[O-]
-1%,-14%,1%,3%,-2%,17%,-11%[11.4 µM],?,-6,COC(=O)/C=c1/s/c(=C(/C#N)C(=O)N2CCOCC2)n(-c2ccccc2)c1=O
?,-8%,0%,-21%,-1%,-4%,-31%,?,-8,Nc1ccc2nc(SCC(=O)Nc3ccc(N4CCOCC4)c(Cl)c3)sc2c1
13µM*,32µM*,-5%,-25%,i,-8%,35µM*,14µM*,-3,CC1Cc2ccccc2N1Cc1cccc([N+](=O)[O-])c1 (stereo not given)
-8%[57.1 µM],9%,8%,-7%,-3%,3%,7%,37%[0.501 µM],2,CN(C)c1nc(Oc2ccc(=O)[nH]n2)nc(N2CCOCC2)n1
-16%,34%,19%,-8%,-4%,1%,-12%,-3%[59 µM],2,O=C(CSc1c2c(nc3cc(Cl)ccc13)CCCC2)N1CCN(c2ccccc2F)CC1
-30%,-1%,-19%,?,i,-6%,?,?,-7,Cc1cc(C(=O)CSc2nnc(-c3ccncc3)n2-c2ccccc2)c(C)n1C
79µM*,43%[activator],-1%,-7%,2%,-8%,2%,-1%[59 µM],5,CCc1ccc(C(=O)c2cn(CC(=O)Nc3ccc4c(c3)OCCO4)c3ccc(CC)cc3c2=O)cc1

# Records above shown as hits in G9a inh:
BAZ2B inh,HP1b chromo inh,Pin1 inhibitor,POLH inh,PGK inhibitor,GLS inhibitor,JMJD2A Tudor,G9a inh,PI4K2A block,structure
?,-18%,1%,?,i,23%,-35%,45µM*,-14,COC(=O)CCC/C=C1/SCC(NC(=O)c2ccccc2)C1=O (stereo not given)
13µM*,32µM*,-5%,-25%,i,-8%,35µM*,14µM*,-3,CC1Cc2ccccc2N1Cc1cccc([N+](=O)[O-])c1 (stereo not given)
